# Screening results (PubChem)
# HCMV antiviral: human cytomegalovirus inhibition. HFF cells, HCMV-luciferase reporter, 72 h; hits give low values. activity change, negative = inhibition, % at 57.5 µM. hit rate 4.5% among 410,000. AID 1259415; in the data active = activity change below about -60%; inconclusive = no clear call, values can overlap the other calls; inactive = above about -39%
#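 Cell-based, HFFs, 1000 cells/well, 16 h 37C; cpds in DMSO + HCMV-luc, MOI 1 PFU/cell; 72 h 37C; OneGlo luminescence after 5 min RT; norm. to buffer vs Salinomycin 10uM.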
# AmpC detergent: blocks E. coli AmpC beta-lactamase in detergent assay; P00811; AmpC hydrolysis of nitrocefin, absorbance 480 nm, 0.01% Triton; Potency, µM (doses to about 114 µM), without a hit: at the top dose activity change, negative = inhibition, most hits filed as inhibitors; hit rate 0.041% among 370,000; AID 485294;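 note: potency is the fitted concentration of half-maximal effect; 0% = no-compound wells and -100% = no-enzyme wells; nearly all actives have a fitted effect of over 25% in size; some results filed as inactive show a strong effect at the top dose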
# Target sequence (P00811 whole entry, looked up): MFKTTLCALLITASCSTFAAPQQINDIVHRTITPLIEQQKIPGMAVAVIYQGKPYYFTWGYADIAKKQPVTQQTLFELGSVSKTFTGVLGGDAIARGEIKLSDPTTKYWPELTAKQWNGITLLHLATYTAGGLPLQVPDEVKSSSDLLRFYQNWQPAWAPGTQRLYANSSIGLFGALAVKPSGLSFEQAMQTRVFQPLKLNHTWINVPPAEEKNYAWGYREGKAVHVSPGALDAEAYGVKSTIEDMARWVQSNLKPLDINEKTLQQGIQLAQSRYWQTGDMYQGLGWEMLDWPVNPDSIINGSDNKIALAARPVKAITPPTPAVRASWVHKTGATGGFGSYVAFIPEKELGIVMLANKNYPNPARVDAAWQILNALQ
#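 20 mM phosphate pH 7.0 + 0.01% (detergent screen) or 0.0001% Triton X-100; 5.3 nM AmpC reagent; cpd preinc 15 min RT; nitrocefin (800 uM stock) to start; A480 q20 s × 4 min; Activity was normalised to no-enzyme and no-compound control wells.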
# AMA1 RON2 block: AMA1-RON2 (P. falciparum) interaction inhibition; hit rate 0.2% among 360,000; AlphaScreen AMA1-biotinylated RON2 peptide binding; Potency, µM (highest dose often 58.2 µM), for inactives: at the highest dose activity change, negative = inhibition, actives largely listed as inhibitors;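 note: potency is the fitted concentration of half-maximal effect; 0% = vehicle wells and -100% = peptide control; nearly all actives have a fitted effect of over 45% in size; some results filed as inactive show a strong effect at the top dose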
#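 AMA1 (3D7) with his tag at 25 nM final met compounds first, then biotinylated RON2 peptide at 25 nM; detection used donor plus acceptor beads, 10 µg/mL apiece, read by AlphaScreen after 30 min at room temperature.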
# AmpC no deterg: inhibitors of E. coli AmpC beta-lactamase without detergent; AmpC nitrocefin hydrolysis, absorbance 480 nm, 0.0001% Triton; hit rate 0.52% among 330,000; Potency, µM (doses to about 57.1 µM), inactives show at the highest dose activity change, negative = inhibition, hits mostly inhibitors;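 note: potency is the fitted concentration of half-maximal effect; plate controls were no compound for no effect and no enzyme for full effect; nearly all actives have a fitted effect of over 20% in size; some results filed as inactive show a strong effect at the top dose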
#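 AmpC (5.3 nM in the dispensed reagent) in 20 mM phosphate pH 7.0 with 0.01% (detergent screen) or 0.0001% Triton X-100 was preincubated with compounds for 15 min at room temperature. Nitrocefin was then added from an 800 uM solution, and hydrolysis was followed at 480 nm.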
# LmPK inh: LmPK (Leishmania mexicana) enzyme inhibition. Q27686. purified LmPK, Kinase-Glo ATP luminescence, 1 h. Potency, µM (highest dose often 57.5 µM), inactives show at the top dose activity change, negative = inhibition, most hits filed as inhibitors. hit rate 0.37% among 290,000; note: potency is the fitted concentration of half-maximal effect
# Target sequence (Q27686 whole entry, looked up): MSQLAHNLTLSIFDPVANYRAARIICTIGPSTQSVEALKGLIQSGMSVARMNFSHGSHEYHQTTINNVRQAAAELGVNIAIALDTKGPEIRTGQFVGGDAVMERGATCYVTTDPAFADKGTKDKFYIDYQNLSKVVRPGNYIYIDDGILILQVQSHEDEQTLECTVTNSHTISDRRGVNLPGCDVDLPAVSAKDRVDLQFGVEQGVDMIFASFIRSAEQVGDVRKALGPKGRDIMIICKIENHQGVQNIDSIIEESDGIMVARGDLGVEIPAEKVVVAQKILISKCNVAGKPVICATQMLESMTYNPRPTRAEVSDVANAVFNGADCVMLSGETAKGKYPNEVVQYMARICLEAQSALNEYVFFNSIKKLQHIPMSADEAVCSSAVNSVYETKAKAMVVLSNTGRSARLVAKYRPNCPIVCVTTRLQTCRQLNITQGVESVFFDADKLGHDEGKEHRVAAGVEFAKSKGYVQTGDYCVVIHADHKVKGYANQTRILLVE
#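 0.1 nM LmPK, 0.5 mM PEP, 0.1 mM ADP; 50 mM imidazole pH 7.2, 7 mM MgCl2, 50 mM KCl; 1 h RT. Kinase-Glo luminescence readout, normalized to no-enzyme (full inhibition) and uninhibited wells.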
# TbPYK inhibitor: inhibitors of Trypanosoma brucei pyruvate kinase | TbPYK enzyme, Kinase-Glo Plus ATP luminescence, 45 min | Potency, µM (top dose mostly 76.8 µM), without a hit: top-dose activity, negative = inhibition, usual class: inhibitors | hit rate 0.12% among 410,000 | AID 624173; note: potency is the fitted concentration of half-maximal effect; nearly all actives have a fitted effect of over 50% in size
#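 Quantitative HTS: titrated library compounds versus trypanosomal pyruvate kinase in TEA buffer (pH 7.2) containing KCl, MgCl2, BSA and Tween-20. Reactions were initiated with ADP, 130 uM final. Kinase-Glo Plus luminescence was read after 45 min at RT.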
# Sm TGR block: blocks Schistosoma mansoni thioredoxin glutathione reductase; purified TGR, DTNB reduction, TNB absorbance 405 nm; hit rate 3% among 360,000; Potency, µM (doses to about 114 µM), without a hit: top-dose activity change, negative = inhibition, usual class: inhibitors; Q962Y6; note: potency is the fitted concentration of half-maximal effect; nearly all actives have a fitted effect of over 60% in size
#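 First, TGR (20 nM dispensed) and NADPH were mixed with compound. Second, a 15 min room-temperature incubation followed. Third, further NADPH and then DTNB were added to start the reaction. Finally, TNB absorbance was monitored kinetically.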
# * marks the source's active call; other numbers are inactive results; ? = inconclusive; · = no result given; & = joins results of further samples; [ ] = another dose, or the depositor's remark. Unless noted, calls come from the whole dose curve; as a rule, active = well fitted curve in the direction sought with a large enough effect; inconclusive = small, poorly fitted or top-dose-only effect, or another doubt; inactive = no such curve, though single readings can be large; an effect the other way counts as inactive or inconclusive. Unless noted, % is set by controls: 0 for no effect and ±100 for the full control effect.
cpd	mol	AMA1 RON2 block	HCMV antiviral	AmpC no deterg	TbPYK inhibitor	LmPK inh	Sm TGR block	AmpC detergent
1	CC(OC(=O)c1ccc(CN2CCCC2=O)cc1)C(=O)Nc1ccc(Cl)cc1 (stereo unspecified)	4%	3	-13%	1%	·	-1%	-5%
2	COc1ccccc1-n1c(O)c(C=Nc2c(C)n(C)n(-c3ccccc3)c2=O)c(=O)[nH]c1=O	10%	29	-27%	-10%	2%	25%	1%
3	C/C(=N/NC(=O)c1ccccn1)c1ccncc1	85%[activator]	29	-16%	0%	-7%	6%	-4%
4	CCC(C)NC(=O)CN(c1ccc(OC)cc1)S(=O)(=O)c1ccccc1 (stereo unspecified)	1%	-10	-14%	4%	-3%	-3%	-6%
5	O=C(/C=C/c1ccccc1)CC(O)(c1ccccc1)C(F)(F)C(F)F (stereo unspecified)	-11%	?	-20%	2%	-2%	25µM*	5%
6	Cc1cc(C)n2nc(-c3ccc(Cl)cc3)nc2n1	·	67	·	0%	·	-3%	12%
7	O=C1/C(=C/c2ccco2)CCC1C1CCCC1 (stereo unspecified)	7%	-12	-12%	-3%	-8%	50µM*	-12%
8	Cc1noc(C)c1S(=O)(=O)N(C)C[C@@H]1OCc2cn(nn2)CCCC(=O)N([C@@H](C)CO)C[C@H]1C	14%	20	·	7%	·	·	·
9	COc1cc2cc(C(=O)N3CCC(Cc4ccccc4)CC3)[nH]c2cc1OC	0%	5	-19%	-12%	5%	4%	1%
10	Cc1ccc(NC(=O)CN2C(=O)c3cccnc3Sc3ccccc32)c(Br)c1	·	147	·	6%	·	0%	0%

# Only Sm TGR block and HCMV antiviral, for some of the entries so far:
cpd	SMILES	Sm TGR block	HCMV antiviral
2	COc1ccccc1-n1c(O)c(C=Nc2c(C)n(C)n(-c3ccccc3)c2=O)c(=O)[nH]c1=O	25%	29
6	Cc1cc(C)n2nc(-c3ccc(Cl)cc3)nc2n1	-3%	67

# Remaining list, next part.
cpd	mol	AMA1 RON2 block	HCMV antiviral	AmpC no deterg	TbPYK inhibitor	LmPK inh	Sm TGR block	AmpC detergent
11	Cc1ccnc2nc(NC(=O)c3ccccc3Cl)nn12	·	-7	·	-11%	·	-4%	0%
12	O=c1c2ccccc2nc(-c2ccc(Cl)cc2)n1CCCCOc1ccc(F)cc1	·	15	·	1%	·	-3%	12%
13	Cc1sc2nc(COC(=O)c3c(F)cccc3F)[nH]c(=O)c2c1C	-3%	-16	-18%[11.4 µM]	-8%	7%	-2%	-11%
14	Cc1ccc(C(=O)NC(=S)c2c(C)cc3ccccn23)cc1	21%	20	·	-9%	·	·	·
15	O=C1c2cccc3cccc(c23)C(=O)N1OS(=O)(=O)c1ccc(Cl)cc1	13%	78	-27%	-5%	4%	-14%	-12%
16	NS(=O)(=O)c1cc2c(cc1Cl)NC(C(Cl)Cl)NS2(=O)=O (stereo unspecified)	-3%	9	-14%	0%	0%	7%	?
17	Cc1noc(C)c1C(=O)Nc1ccccc1N1CCCC1	0%	-10	-5%	-3%	·	1%	0%
18	CC(C)CN(C(=O)CSc1nnc2c(Cl)cc(C(F)(F)F)cn12)C1CCS(=O)(=O)C1 (stereo unspecified)	-6%	31	22%	3%	2%	-11%	-8%
19	Nc1nnc(CSCc2ccccc2)s1	-3%	-4	-12%	0%	3%	0%	?
20	COc1ccccc1CNC(=O)C(=O)NCC(c1ccco1)S(=O)(=O)c1ccc(F)cc1 (stereo unspecified)	·	-13	·	-2%	·	10µM*	-1%
21	CC(=O)Nc1ccc(Nc2nc3ccc(C)cc3n3nnnc23)cc1	·	25	·	0%	·	-3%	12%
22	Cc1nc2ncnn2c(C)c1CCC(=O)N1CCOCC1	-6%	-16	-7%	7%	-4%	-20%	-9%
23	C/C(Cl)=C/Cc1c(C)[nH]c2c(ccc3ccccc32)c1=O	7%	-22	-11%	1%	3%	-25%	?
24	C=CCC(NCCCO)c1cccc(OC)c1OC (stereo unspecified)	6%	15	-36%	0%	-1%	24%	1%
25	COc1ccc(CNS(=O)(=O)c2ccc(F)c(C(=O)Nc3ccccc3OC)c2)cc1	0%	?	-18%	1%	-3%	2%	-1%
26	O=C(O)CCC(=O)c1ccc2c(c1)CCCC2	7%	-20	-21%	-14%	9%	-2%	?
27	C=CCc1ccccc1OCC(=O)N/N=C/c1ccc(OC(C)=O)cc1OC(C)=O	32%[activator][11.6 µM]	4	25%	-5%	4%	-11%	-10%
28	O=C(C1CCN(S(=O)(=O)c2cccc3nonc23)CC1)N1CCN(c2cccc(Cl)c2)CC1	·	-34	·	-7%	·	2%	7%
29	O=C(Nc1ccc2nn(-c3ccccc3)nc2c1)c1ccco1	-9%	10	8%	0%	3%	-6%	-10%
30	N#CCC(=O)Nc1ccc(C(=O)OCC(=O)Nc2ccc3ccccc3c2)cc1	18%	33	20µM*	3%	·	-1%	4%
31	NC(=S)N/N=C1/CCSc2ccc3ccccc3c21	-13%	?	-33%	0%	-1%	·	?
32	O=C(C1CCCO1)N1CCN(C(=S)Nc2ccccc2Cl)CC1 (stereo unspecified)	0%	-27	-5%	3%	1%	-2%	-13%
33	C/C(CC(=O)Nc1ccc2c(c1)OCCO2)=N\NC(=O)COc1ccc(Cl)c(C)c1	44%[activator]	?	42%	-4%	4%	-8%	-4%
34	COC(=O)C1=C(C)Nc2ncnn2C1c1ccc(OC(=O)c2ccccc2)cc1 (stereo unspecified)	0%	16	-17%	2%	-4%	-2%	7%
35	Nc1nc2cc(S(=O)(=O)N3CCOCC3)ccc2o1	-4%	20	-17%	-23%	·	·	·
36	CC1(C)CC(=O)C2=C(C1)NC1=C(C(=O)c3ccccc31)C2c1ccccc1 (stereo unspecified)	-29%	?	-29%	-3%	-1%	?	-4%
37	NC(c1ccccc1)c1csc(NC(=O)NCCc2ccccc2)n1 (stereo unspecified)	2%	-32	·	-9%	·	·	·
38	Cc1cc(C(=O)NC2CCCN(Cc3ccccc3F)C2)no1 (stereo unspecified)	4%	1	-3%	3%	-3%	?	-13%
39	Brc1cccc(-c2nc3c4ccccc4ccn3c2CC2CCCCC2)c1	9%	117	·	4%	·	·	·
40	O/N=C1\CCCC\C1=C/c1ccccc1	-1%	-17	-4%	1%	1%	1%	-2%
41	CCOc1ccc(OCc2cccc(C(=O)O)c2)cc1	0%	1	-10%	?	6.3µM*	-6%	-12%
42	O=C(OCc1nnc(-c2ccccc2)o1)C12CC3CC(CC(Br)(C3)C1)C2	25%	-23	-19%[11.4 µM]	5%	0%	1%	?
43	O=c1c(-c2ccccc2)c(O)c2cccc3c2n1CCC3	?	8	-25%	2%	-5%	2%	-10%
44	CN(C)Cc1c(O)ccc2occ(C(O)c3ccccc3)c12 (stereo unspecified)	7%	-4	-15%	-10%	5%	-1%	-17%
45	CCOc1ccc(C(=O)c2oc3ccccc3c2NC(=O)c2cc(-c3ccccc3)on2)cc1	·	-17	·	0%	·	1%	6%
46	O=C(NCCN1CCCCC1)c1ccc(Oc2cc(Cl)cc(Cl)c2)o1	11%	-28	40%	4%	5%	-15%	9%
47	Cc1noc(C)c1C(=O)OCC(=O)NC(=O)c1ccc(C(C)(C)C)cc1	8%	-2	·	7%	·	·	·
48	CC1(c2nnc(-c3cccc(Cl)c3)o2)CC(c2ccc(F)cc2)=NO1 (stereo unspecified)	46%[activator]	41	·	6%	·	·	·
49	Cc1cc(C)n(CC(O)Cn2c3ccc(Cl)cc3c3cc(Cl)ccc32)c(=O)n1 (stereo unspecified)	-14%	?	175%[activator]	-3%	-13%	8%	2%
50	O=C(COC(=O)c1cccc(S(=O)(=O)N2CCOCC2)c1)Nc1ccc(Cl)cn1	-3%	10	-9%	0%	·	1%	1%
51	CCc1ccccc1NC(=O)C1CCCN(c2nccc(C)n2)C1 (stereo unspecified)	-12%	-27	-11%	5%	0%	-1%	?
52	CCn1ncc(Cl)c1C(=O)Nc1cc([N+](=O)[O-])ccc1OC	-14%	-4	-15%	0%	1%	0%	?
53	CC(C)C(=O)O/N=C(\N)c1ccccn1	17%	-22	-9%	-4%	-2%	-2%	?
54	O=S(=O)(c1ccccc1)N1CCC(=NO)CC1	11%	-31	-4%	-4%	9%	7%	6%
55	NC(=O)C1(Nc2ccc(-c3ccccc3)cc2)CCCC1	-13%	27	·	1%	·	·	·
56	COc1cc(C(=O)OCC(=O)c2ccc(S(=O)(=O)N3CCCCC3)cc2)cc(OC)c1OC	-3%	0	1%	-11%	·	2%	1%
57	O=C(N/C(=C/c1ccc(F)cc1)C(=O)N1CCOCC1)c1ccccc1	-8%	54	-6%	5%	3%	-6%	2%
58	CN1/C(=C\P(=O)(N(C)C)N(C)C)C(C)(C)c2ccccc21	-1%	-93*	27%	-2%	0%	0%	-4%
59	COc1ccc(NC(=O)CN(C)S(=O)(=O)c2ccc3c(c2)CCCN3C(C)=O)cc1	-2%	?	15%	-5%	-1%	-5%&1%	-17%&-9%
60	CCC(=O)Nc1nc2c(s1)COc1ccccc1-2	13%	51	2.8µM*	-3%	1%	-1%	4%

# Further structures:
cpd	mol	AMA1 RON2 block	HCMV antiviral	AmpC no deterg	TbPYK inhibitor	LmPK inh	Sm TGR block	AmpC detergent
61	O=C(O)c1ccccc1SCc1ccc2c(c1)OCO2	-14%	31	·	-2%	3%	-17%	-2%
62	CCOc1ccccc1CNC(=O)Nc1cn(CC(C)C)c(=O)c2ccccc12	·	-2	·	1%	·	-8%	-6%
63	O=C(Nc1ccc(Br)cc1)c1ccc(Br)c(S(=O)(=O)N2CCCCC2)c1	·	?	·	1%	·	13%	1%
64	O=C(NCc1ccccc1)c1cnc(-c2ccccn2)nc1C(F)(F)F	75%[activator]	46	5%	0%	1%	-13%	-2%
65	COc1ccc(OC)c(CCNC(=O)CCn2nc(C)c3c(C)n(-c4ccccc4)nc3c2=O)c1	0%	-32	-1%	-5%	-3%	-10%	-1%
66	CC(=O)N1C(=O)NC(c2ccccc2)=C([N+](=O)[O-])C1c1ccccc1 (stereo unspecified)	-18%	42	-21%	-1%	0%	-28%	-6%
67	O=c1[nH]n(-c2ccccc2)c(=O)cc1Cl	-11%	42	·	-2%	·	·	·
68	COCCCN(C(=O)Cc1ccc(S(=O)(=O)N2CCOCC2)s1)c1c(N)n(Cc2ccccc2)c(=O)[nH]c1=O	-1%	?	·	3%	·	·	·
69	Cc1cc(C)c(C)c(S(=O)(=O)N2CCN(C(=O)c3cc(=O)[nH]c4ccccc34)CC2)c1C	-3%	18	44%	35%[activator]	5%	0%	-12%
